Bioassay records deposited in PubChem BioAssay by several laboratories.
Granule exo inh – lytic granule exocytosis inhibition; inhibition, % at 10 µM; 0.66% of 360,000 active; TALL-104 LAMP-1 surface exposure, flow cytometry; cells stimulated with thapsigargin and PMA;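 active means inhibition above about 55%, limit read from the data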
PDI turbidity – inhibitors of human protein disulfide isomerase | P07237 | inhibition, % at 10 µM | PDI insulin aggregation turbidity, A650, 90 min | AID 588391 | 0.052% of 350,000 active;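 active means mean inhibition across replicates of 30% or more, whatever share of single replicates reach that level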;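 further: absorbance from insulin aggregation driven by PDI reduction with DTT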
Target sequence (P07237 whole entry, looked up): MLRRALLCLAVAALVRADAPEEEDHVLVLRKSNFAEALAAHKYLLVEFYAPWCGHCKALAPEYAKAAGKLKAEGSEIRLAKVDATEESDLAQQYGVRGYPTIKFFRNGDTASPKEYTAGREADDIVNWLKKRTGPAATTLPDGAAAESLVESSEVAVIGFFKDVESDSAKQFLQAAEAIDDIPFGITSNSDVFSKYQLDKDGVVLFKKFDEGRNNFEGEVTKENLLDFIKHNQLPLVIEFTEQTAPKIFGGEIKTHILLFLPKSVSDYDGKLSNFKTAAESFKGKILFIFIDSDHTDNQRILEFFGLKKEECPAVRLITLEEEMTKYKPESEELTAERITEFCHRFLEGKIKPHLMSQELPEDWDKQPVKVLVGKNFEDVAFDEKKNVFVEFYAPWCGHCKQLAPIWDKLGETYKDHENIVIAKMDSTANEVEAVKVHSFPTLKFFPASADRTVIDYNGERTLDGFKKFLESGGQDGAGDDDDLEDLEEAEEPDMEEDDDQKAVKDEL
NR2E3 ag-1 – NR2E3 (human) agonism | inhibition of corepressor binding, % at 4.78 µM | AID 2300 | 0.12% of 320,000 active | GST-NR2E3/biotin-RetCOR TR-FRET, 1536-well;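 active means percent inhibition above the cutoff of mean plus 3 SD of all tested compounds, set per screening campaign, cut at about 20% in these data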;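 further: 0% = DMSO wells and 100% = biotin wells as full block of FRET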
Target sequence (Q9Y5X4 whole entry, looked up): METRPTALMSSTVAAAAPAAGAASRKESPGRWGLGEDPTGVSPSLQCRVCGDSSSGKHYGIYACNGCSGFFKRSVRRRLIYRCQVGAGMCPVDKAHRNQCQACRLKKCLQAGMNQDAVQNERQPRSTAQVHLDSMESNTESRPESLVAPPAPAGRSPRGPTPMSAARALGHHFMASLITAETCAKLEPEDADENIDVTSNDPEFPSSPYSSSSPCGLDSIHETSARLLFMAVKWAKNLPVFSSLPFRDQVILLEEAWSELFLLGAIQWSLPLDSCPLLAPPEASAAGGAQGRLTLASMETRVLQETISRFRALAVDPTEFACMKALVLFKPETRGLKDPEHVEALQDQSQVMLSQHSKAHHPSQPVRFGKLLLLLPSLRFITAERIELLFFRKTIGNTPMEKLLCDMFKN
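Material: NR2E3–RetCOR corepressor complex / Amount: 1.35 nM GST-NR2E3 / Medium: Tris pH 7.5 / Compound: single nominal compound dose of 4.8 µM / Incubation: 5 h at 4 °C / Technique: TR-FRET, Eu(K)-anti-GST donor, streptavidin-D2 acceptor, ex 340, em 617/671 nm / Read-out basis: percent loss of FRET ratio relative to control wells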
HIF-2a block – blocks HIF-2a reporter activity. 786-0 RCC cells HIF-2a reporter, luciferase luminescence, overnight. inhibition, % at 18.8 µM. 0.72% of 360,000 active. AID 624352;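 active means inhibition of the luminescence signal of 40% or more relative to plate controls, in a single-dose primary screen at 18.75 µM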
Vif imaging – blocks HIV Vif function | HEK293T cells, Vif self-association by quenched fluorescence, imaging, 24 h | AID 602346 | inhibition, % at 7.49 µM | 0.35% of 340,000 active; in the data active means inhibition above about 50%, passing the limit was not always enough; further: some results filed as inactive read as strong as hits
hiPSC survival – hiPSC single-cell survival enhancement | AID 602274 | ATPlite luminescence; 100% = ROCK inhibitor wells, 0% = DMSO | 0.044% of 360,000 active | survival enhancement, % at 20 µM; in the data active means survival enhancement above about 18%;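 further: cells exposed to compounds for 16 hours before the ATP read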
aDG glyco up – alpha-DG glycosylation activation; activation, % at 10 µM; 0.22% of 360,000 active; Pro5-aDG cells, alpha-DG glycosylation AlphaScreen (IIH6); 0% Pro5, 100% B10-LARGE cell signal;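 active means activation of at least 8% versus controls, or a plate z-score of at least 8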;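 further: Pro5 are CHO cells carrying HIG-tagged alpha-DG that lacks glycosylation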
NR2E3 ag-2 – activates human NR2E3 receptor; Q9Y5X4; CHO-S Gal4-NCOR/VP16-NR2E3 two-hybrid, luciferase; inhibition of corepressor binding, % at 3.98 µM; 0.35% of 360,000 active; AID 602229;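 active means inhibition above the mean of all tested compounds plus 3 SD, cut at about 70% in these data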;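 further: 0% = DMSO with NR2E3 transfected cells and 100% = cells lacking NR2E3 construct; higher means lower luciferase signal from less NR2E3 corepressor binding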
CaV13 FRET inh – Disruptors of the CACNA1D IQ motif to Ca2+-dependent inactivation inhibitor domain association, primary screening, Förster resonance energy transfer in intact living …; inhibition, % at 12.3 µM; 0.098% of 340,000 active; HEK cells, CFP/YFP FRET ICDI-IQ, plate reader, 10 min; percent FRET-ratio fall versus neutral wells;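 active means mean replicate inhibition of at least 30% and at least 1% of replicates passing that level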;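 further: 0% = median of the neutral control wells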
TRPM1 prom inh – MITF TRPM1 promoter inhibition in SK-MEL-5 cells | SK-MEL-5 TRPM1 promoter luciferase, 24 h | inhibition, % at 12.5 µM | 0.83% of 330,000 active;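 active means mean inhibition across replicates of 60% or more, whatever share of single replicates reaches that level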; further: values of inactives mirror those of a sister screen read the other way
Peg3 prom inh – inhibitors of Peg3 promoter | HeLa PEG-Prom luciferase reporter, luminescence, overnight | inhibition, % at 20 µM | AID 588405 | 1.7% of 360,000 active;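 active means inhibition of at least 50% at 20 µM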
An asterisk follows results filed as active; / = not tested or not shown.

SMILES	Granule exo inh	PDI turbidity	NR2E3 ag-1	HIF-2a block	Vif imaging	hiPSC survival	aDG glyco up	NR2E3 ag-2	CaV13 FRET inh	TRPM1 prom inh	Peg3 prom inh
Cc1ccc(CCC(=O)Nc2ccc([N+](=O)[O-])cc2Cl)o1	10	-7	4	-79	-8	1.5	0.1	1	-19	-9	-34
CCOC(=O)C1=CC[C@@H](c2cc3cc(OC)ccc3n2C)N(S(=O)(=O)c2ccc(C)cc2)[C@H]1C(=O)OCC	18	3	/	14	9	1.1	0.0	-6	-10	8	5
Cc1cc(C)nc(CCNC(=O)c2cc(COc3ccc(F)cc3F)on2)n1	-2	11	-2	12	4	3.5	-0.2	-10	-4	3	7
Cc1ccc(N2CCN(C(=O)c3cccs3)CC2)c(C)c1	-1	-37	4	5	-9	-0.7	0.0	-5	-2	0	1
Cc1ccc(NC(=O)COc2ccc(S(=O)(=O)N3CCOCC3)cc2)cc1	0	-3	3	12	4	0.8	0.1	6	-9	4	10
COc1ccc(CNC(=O)C[C@H]2C(=O)N(Cc3ccc(OC)cc3)C[C@@H]2Cc2ccccc2)cc1	-8	0	-2	8	-4	-1.8	0.3	-8	-4	-4	8
CC(C)On1c(SC(C)C)nc2ccccc2c1=O	-2	-6	3	14	-2	-0.5	-0.1	-9	-4	9	4
CC1(C)CC(=O)C(C(c2cccnc2)C2C(=O)CC(C)(C)CC2=O)C(=O)C1	-1	-1	0	12	-3	0.4	-0.1	-30	-4	-15	7
OCC[C@H]1C[C@H](O)[C@@H](O)[C@@]2(Cc3ccccc3CO2)O1	13	17	2	14	-2	-4.6	0.0	-8	-11	5	-1
CCc1ccc2[nH]c3nc(SCc4nnc(-c5ccccc5)o4)nnc3c2c1	-2	-12	2	6	-3	-0.6	-0.2	11	-6	0	11
CCC(C)NS(=O)(=O)c1ccc(F)c(C(=O)Nc2c(F)cc(F)cc2Br)c1 (stereo not given)	0	3	-1	9	-1	-0.4	-0.1	-3	-8	-4	10
Cn1sc(NC(=O)c2ccc(Cl)cc2)nc1=O	8	-7	-1	-151	-5	-2.0	0.1	-42	-4	-29	-174
CCC1(CC)CNC(=O)NC1=O	-3	-6	/	11	-2	-0.4	0.0	-35	-7	5	1
O=C(c1ccco1)N1CCn2cccc2C1c1ccccc1 (stereo not given)	3	5	3	8	0	-0.6	-0.1	-10	-6	0	4
Cc1cc(C(=O)Nc2ccc(Br)cn2)sc1C	0	-11	6	-226	9	0.1	-0.1	-124	-2	/	-358
COc1ccc(-c2csc(NC(=O)c3ccoc3C)n2)cc1	-2	7	3	-291	-8	-0.5	0.8	-120	-2	-86	-392
Cc1ccc(-n2c(C)nnc2SCC(=O)N2CCc3ccccc3C2)cc1C	-5	-9	1	-1	13	0.6	-0.1	4	-5	10	5
COc1cc(SC)ccc1C(=O)N1CCCCCC1	-2	1	-2	14	1	1.7	0.1	-11	-4	3	4
Cc1ccc(SCCNC(=O)c2ccc(C)c([N+](=O)[O-])c2)cc1	0	0	2	5	-3	-2.3	0.1	13	-5	7	-1
CCC(C)[C@H](N)C(=O)NC[C@H]1CC[C@H](C(=O)N[C@@H](Cc2ccccc2)C(=O)O)CC1 (stereo not given in full)	7	0	/	7	4	0.1	0.2	10	-2	14	11
c1ccc(N=C2SCCCS2)cc1	0	1	/	-29	2	4.6	-0.1	-3	-5	/	-4
CCOc1cccc(-c2nnc3sc(-c4cccs4)nn23)c1	0	-13	-3	-73	-7	-1.1	1.4	-7	-5	-13	-57
CCCN(CCC)C(=O)/C=C/c1cccc([N+](=O)[O-])c1	15	2	0	12	-4	0.7	-0.1	-11	-4	10	9
CCOC(=O)c1[nH]c2ccccc2c1NC(=S)Nc1ccccc1C	-1	19	-6	-85	17	0.6	0.1	-27	-6	/	-43
Cn1c(CC(=O)Nc2ccccc2F)nnc1SCC(=O)Nc1ccccc1Br	-9	2	0	8	-4	-0.6	-0.1	-26	-4	17	-2

The list goes on.
SMILES	Granule exo inh	PDI turbidity	NR2E3 ag-1	HIF-2a block	Vif imaging	hiPSC survival	aDG glyco up	NR2E3 ag-2	CaV13 FRET inh	TRPM1 prom inh	Peg3 prom inh
N=c1ccn(Cc2ccc(Cl)cc2)cc1	2	2	1	10	-7	-2.8	0.0	-5	0	27	15
O=C1CCCN2N=C(SCC(=O)Nc3ccccc3C(F)(F)F)SC2=N1	0	-2	3	-3	-9	2.7	0.2	-32	-2	1	3
O=S(=O)(c1ccccc1)N1CN(Cc2ccc(F)cc2)c2nc3ccccc3nc21	11	-5	-1	16	3	0.9	0.3	-23	-2	8	14
COc1ccccc1NS(=O)(=O)c1cc(C(=O)NCC(c2ccco2)N(C)C)ccc1C (stereo not given)	32	-3	-1	19	-12	-0.1	-0.1	-4	-5	-1	8
CCOC(=O)CN1C(=O)C(=O)N(Cc2c(F)cccc2Cl)C1=O	0	-6	-1	15	1	0.2	0.0	-46	-3	0	8
COc1ccc(-c2nnc(SCc3nnc(-c4ccccc4)o3)n2-c2ccccc2)cc1	-1	-7	-5	3	-2	-3.3	0.6	-7	/	4	21
CCOC(=O)c1c(NC(=O)Cn2cnc3sc(C)c(-c4ccccc4)c3c2=O)sc(C)c1C	-2	22	-3	22	2	0.1	0.3	-16	-19	-15	12
Brc1ccc(-c2nnc3sc(CNC4CCCC4)cn23)cc1	-2	/	2	6	/	1.3	0.6	-7	-6	/	18
CC(OC(=O)c1ccc(NS(=O)(=O)c2cccs2)cc1)C(=O)N(C)C1CCCCC1 (stereo not given)	1	4	-2	12	2	-0.5	0.2	-11	-4	4	15
Nc1cc(=O)[nH]c(SCC(=O)Nc2ccccc2-c2ccccc2)n1	-4	7	-3	17	-4	-0.6	0.1	-1	-6	-3	12
CCOC(=O)C1=C(COC(=O)CNC(=O)c2ccc(C)cc2)NC(=O)NC1C (stereo not given)	9	5	-2	1	7	-0.1	-0.2	11	/	6	-4
O=C(Nc1ccc(Br)cc1)Nc1cnccn1	-2	10	/	-155	-7	-0.6	0.1	-4	-11	-30	-152
CCCCNC(=O)c1cn(CC)c2cc(N3CCN(C)CC3)c(F)cc2c1=O	7	-3	2	11	3	0.3	0.1	6	4	/	4
COc1ccc(CC(=O)NNS(=O)(=O)c2ccc([N+](=O)[O-])cc2)cc1OC	14	0	1	2	5	-0.2	-0.1	-14	-2	-6	14
O=C(c1ccc2c(c1)OCO2)N1CCN(S(=O)(=O)c2ccc(Cl)cc2)CC1	0	-2	0	13	-2	-0.8	0.0	-51	-2	8	22
CC(=O)c1c(C)oc2ccc(N(C(C)=O)S(=O)(=O)c3ccc(F)cc3C)cc12	-12	-6	2	23	-4	0.1	1.5	14	-6	14	22
COc1ccccc1CC(=O)Nc1ccc(C(=O)N2CCCCC2)cc1	10	5	3	-33	3	0.3	0.0	0	-6	-3	-19
CC(C)(C)OC(=O)COc1cc(O)c2c(=O)cc(-c3ccccc3)oc2c1	2	11	3	-8	-5	1.2	-0.3	-9	-4	7	0
S=C1NC2(CCCCC2)N=C1c1ccccc1	4	19	0	-6	0	-0.5	-0.2	-1	-1	3	-4
CC1CCCN(C(=O)C2CCN(C(=O)Nc3ccccc3)CC2)C1 (stereo not given)	2	21	4	-6	-7	0.0	0.5	-4	-4	6	-13
CCOc1ccc(N(CC(=O)NCCc2ccc(F)cc2)S(=O)(=O)c2ccccc2)cc1	-1	-2	3	6	0	-0.2	0.2	13	-10	9	28
NC(=O)NNc1ncc(C(F)(F)F)cc1Cl	-2	6	0	12	-2	-1.3	-0.3	5	-3	14	3
O=C(CSc1nc2c(c(=O)n1-c1ccc(F)cc1)SCC2)N1CCCC1	-3	0	0	16	-2	-0.2	-0.1	-51	/	12	4
CCCCCCC1CC(=O)NC(=O)N1 (stereo not given)	-1	-1	0	19	-10	-0.7	0.0	-27	-4	-1	0
COc1ccccc1NS(=O)(=O)c1ccc(/C=C/C(=O)O)cc1	2	-3	-1	5	/	-0.9	0.0	-21	-4	-8	5

The list goes on:
SMILES	Granule exo inh	PDI turbidity	NR2E3 ag-1	HIF-2a block	Vif imaging	hiPSC survival	aDG glyco up	NR2E3 ag-2	CaV13 FRET inh	TRPM1 prom inh	Peg3 prom inh
Cc1nc(Sc2ccccc2)c(C#N)cc1-c1ccccc1	0	0	2	-73	-11	-0.9	0.3	-35	/	-21	-81
CC(C)Oc1ccc(C(=O)Nc2ccc(N3CCCC3)cc2)cc1	2	-11	1	-16	4	0.6	1.2	-5	/	10	-11
C=C1CCN([C@@H](Cc2ccccc2)C(=O)NCc2ccc(Cl)cc2)S(=O)(=O)c2ccccc21	-1	-7	3	4	-6	-2.0	0.6	-6	-11	6	21
C[C@H](NC(=O)c1cc2cc(Cl)ccc2n1C)C(=O)N[C@@H](Cc1ccccc1)C(=O)O	-13	11	-2	6	1	-0.7	0.0	10	-19	8	13
O=C(c1n[nH]c2ccccc12)N1CCN(c2ccc(F)cc2)CC1	3	-3	1	-55	-6	0.1	-0.1	-3	5	-18	-54
O=C(c1nsc(Cl)c1Cl)N1CCCCC1	-2	3	2	9	-7	-4.0	-0.2	-4	-4	6	-8
C/C(=N\NC(=S)NCCc1ccccc1)c1ccc(C#N)cc1	1	-8	1	12	30	3.0	-0.1	20	-6	7	-2
COc1ccc(-c2ccc(OC)cc2)cc1	8	-7	0	-165	6	-1.7	0.0	-16	-5	-78	-162
CN(CCOc1ccccc1)C(=O)c1ccc(N2CCCC2)c([N+](=O)[O-])c1	-1	23	2	-23	3	0.6	-0.1	6	-3	-8	-3
CC(Oc1ccc(NC(=O)c2ccco2)cc1)C(=O)N1c2ccccc2CC1C (stereo not given)	2	8	1	17	-2	0.2	0.5	-5	-6	10	13
CC(=O)Nc1ccc(S(=O)(=O)N2CCN(S(=O)(=O)c3ccccc3)CC2)cc1	6	4	0	16	1	-0.4	0.0	-15	-4	17	1
Cc1cccc(C)c1Nc1nc2ccccc2o1	2	/	4	4	-13	0.2	-0.1	-10	-5	5	7
O=C(COc1ccc(S(=O)(=O)NCCc2ccccc2)cc1)N1CCCC1	-12	9	0	10	0	-2.5	-0.1	-10	/	-7	4
